Assay outcomes from PubChem BioAssay.
MEX-5 binding = C. elegans MEX-5 TCR-2 RNA binding activity | Q9XUB2 | MEX-5/FITC-TCR2 RNA binding, fluorescence polarization; hits give low values | activity score (negative = inhibition of binding), % at 10 µM | 0.38% of 300,000 active | AID 1832;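 active = inhibition past about -25% in most replicates, and total fluorescence under double the plate's negative control median, limit read from the data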;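 note: 0% = DMSO and -100% = 5 µM competing unlabeled TCR2 RNA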
VLA-4 inh = inhibition in a human VLA-4 binding assay | inhibition, % (about 7 µM as worked out from the volumes in the protocol) | VLA-4 expressing cells, ligand binding flow cytometry | 0.2% of 330,000 active | AID 2557; in the data active = inhibition above about 50%
CIT2-GFP yeast = modulators of TOR pathway CIT2-GFP in S. cerevisiae | 0.065% of 320,000 active | S. cerevisiae CIT2-GFP strain, flow cytometry, 3 h; 100 means same as DMSO wells | AID 2029 | GFP response vs DMSO, % at 10 µM;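 active = GFP response relative to DMSO above a set limit, near the screen mean plus 3 SD, cut at about 150% in these data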;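 note: ratio of well median GFP fluorescence to mean of DMSO wells on the plate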
GLD-1 RNA inh = GLD-1-TGE RNA interaction inhibition (C. elegans) | Q17339 | purified GLD-1 + fluorescein TGE RNA, fluorescence polarization | inhibition, % at 5.96 µM | 0.44% of 320,000 active | AID 2280;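 active = percent inhibition above a per-plate cutoff, the plate mean of test compounds plus 3 SD, cut at about 30% in these data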;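 note: 0% = DMSO wells with GLD-1 and probe and 100% = wells lacking GLD-1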
Target sequence (Q17339 whole entry, looked up): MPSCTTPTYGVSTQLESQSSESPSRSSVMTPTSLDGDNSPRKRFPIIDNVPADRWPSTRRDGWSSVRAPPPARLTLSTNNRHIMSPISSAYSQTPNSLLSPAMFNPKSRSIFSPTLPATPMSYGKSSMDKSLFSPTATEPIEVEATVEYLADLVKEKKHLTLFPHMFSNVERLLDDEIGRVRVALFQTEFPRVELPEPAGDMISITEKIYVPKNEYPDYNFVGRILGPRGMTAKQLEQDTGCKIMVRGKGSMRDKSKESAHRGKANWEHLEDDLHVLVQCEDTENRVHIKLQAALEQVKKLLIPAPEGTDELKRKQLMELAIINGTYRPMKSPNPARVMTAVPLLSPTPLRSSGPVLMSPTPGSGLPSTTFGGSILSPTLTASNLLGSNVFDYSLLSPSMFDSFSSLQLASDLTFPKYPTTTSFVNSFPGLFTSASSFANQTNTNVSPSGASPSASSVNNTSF
MCL1-BIM inh = inhibitors of human MCL1 binding to BIM-BH3 peptide | GST-MCL1 / FITC-Bim-BH3 fluorescence polarization | inhibition, % at 10.9 µM | 0.68% of 320,000 active | AID 2057;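 active = inhibition above the mean inhibition of all tested compounds plus 3 SD, set per campaign, cut at about 40% in these data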;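 note: 0% = DMSO wells and 100% = unlabeled Bim-BH3 peptide control; higher means more loss of mP so more displacement of Bim peptide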
AGP1-GFP MLPCN = yeast TOR pathway AGP1-GFP modulation | 0.02% of 320,000 active | GFP response vs DMSO, % at 10 µM | S. cerevisiae AGP1-GFP multiplex flow cytometry, 3 h; GFP as percent of DMSO wells | AID 2066;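 active = GFP response relative to DMSO above a set limit, near screen average plus 3 SD, cut at about 150% in these data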;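 note: median GFP channel fluorescence of the gated AGP1 strain per well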
CR mimetic SO = yeast age-related superoxide inhibition as caloric restriction mimetic; S. cerevisiae aged cells, superoxide DHE fluorescence; hits give low values; superoxide response (% of plate mean), % at 10 µM; 0.18% of 330,000 active; AID 2690;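 active = superoxide response under a set limit, about three screen SD below normal, cut at about 65% in these data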;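 note: yeast aged for seven days with compound at 30 °C before DHE staining; 100% = average MFI of all compound-treated wells on the plate with controls excluded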
Bcl-xL primary = inhibitors of human Bcl-xL | Q07817 | AID 2129 | GST-Bcl-xL / FITC-Bim BH3 peptide fluorescence polarization | 0.7% of 320,000 active | inhibition, % at 10.9 µM;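 active = inhibition above the mean of all tested compounds plus 3 SD, cutoff set per campaign, cut at about 30% in these data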;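 note: 0% = DMSO wells and 100% = unlabeled Bim-BH3 peptide competitor; inhibitors lower millipolarization by displacing the labeled peptide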
Target sequence (Q07817 whole entry, looked up): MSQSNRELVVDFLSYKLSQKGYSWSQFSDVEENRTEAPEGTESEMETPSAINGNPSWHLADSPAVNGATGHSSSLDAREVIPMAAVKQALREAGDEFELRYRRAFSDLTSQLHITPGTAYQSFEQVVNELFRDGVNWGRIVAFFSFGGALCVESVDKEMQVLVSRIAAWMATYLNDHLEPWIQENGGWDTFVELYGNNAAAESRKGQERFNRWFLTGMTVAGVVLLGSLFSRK
GRK2 inh = inhibitors of human GRK2 displacing RNA aptamer; P25098; bead flow cytometry, FAM-aptamer displacement from GRK2; inhibition of aptamer binding, % at 10 µM; 0.59% of 330,000 active; AID 488847;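 active = inhibition of aptamer binding above 40%, roughly 3 SD of noise, on plates passing a quality check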;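 note: median bead fluorescence of bound FAM aptamer so fluorescent compounds give negative values; no value below 0 was filed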
* hit, by the source's call; x = no result given.

no.	smiles	MEX-5 binding	VLA-4 inh	CIT2-GFP yeast	GLD-1 RNA inh	MCL1-BIM inh
1	O=C(CCC1CCCN(C(=O)COc2ccccc2)C1)N1CCN(c2ccccn2)CC1 (centres undefined)	1.2	-2	105	2	-1
2	O=C(Nc1nc(-c2ccccc2)cs1)NC1CCCCC1	0.5	-1	104	2	1
3	Cc1ccc(CN2CCNC(=O)C2CC(=O)NC2CCCCCC2)o1 (centres undefined)	-1.1	-3	114	6	12
4	COc1ccc(CCNC(=O)CSc2nncs2)cc1	1.5	16	96	0	-6
5	CN(C)c1ccc(NC(=S)NCC2CCCO2)cc1 (centres undefined)	2.1	-7	102	2	9
6	Cc1cc(C)n2nc(C(=O)OCC(=O)N3CCC3)nc2n1	2.3	24	84	-3	-2
7	CCOc1ccc2ccccc2c1C(=O)N1CCOCC1	-1.0	3	102	6	1
8	Cc1cnc(NC(=O)c2cc3c(C)nn(-c4ccccc4)c3s2)s1	-0.4	-3	100	-2	0
9	CCC1(c2ccccc2)NC(=O)N(CC(=O)N(C)Cc2c(F)cccc2Cl)C1=O (centres undefined)	-2.0	1	101	1	0
10	c1ccc2[nH]c(-c3ccc4c(c3)OCO4)nc2c1	x	8	105	-5	4
11	CCCn1c(SCC(=O)NCCc2ccccc2)nnc1-c1ccccn1	-2.6	-15	x	4	1
12	O=C(CCC(=O)c1cccs1)NNC(=O)c1ccc(Cl)cc1	x	9	102	-6	3
13	C[C@H](NC(=O)c1ccccc1Cl)C(=O)OC(C(=O)Nc1cc(C(F)(F)F)ccc1Cl)c1ccccc1 (some centres undefined)	2.6	4	98	-5	-7
14	O=C(NCCO)C1CCN(S(=O)(=O)c2ccc(F)cc2)CC1	-1.0	14	102	5	0
15	O=C(CCl)N(CCc1ccccc1)CCc1ccccc1	2.1	-7	94	0	2

no.	AGP1-GFP MLPCN	CR mimetic SO	Bcl-xL primary	GRK2 inh
1	103	92	6	1
2	99	124	1	3
3	113	91	17	0
4	94	96	5	2
5	90	102	4	0
6	90	100	-2	0
7	100	102	-1	2
8	92	114	-3	5
9	97	96	5	1
10	115	96	7	0
11	99	99	2	0
12	103	76	3	2
13	95	93	5	5
14	103	97	2	0
15	112	81	2	0

The list goes on:
no.	smiles	MEX-5 binding	VLA-4 inh	CIT2-GFP yeast	GLD-1 RNA inh	MCL1-BIM inh
16	COc1cc(/C=C2\SC(=O)NC2=O)ccc1Oc1cnccn1	1.1	29	101	-1	5
17	O=C1c2ccccc2NC(c2ccccc2)N1CCCN1CCOCC1 (centres undefined)	-3.8	9	94	-1	4
18	O=C1OC(NC(=O)c2ccccc2)C(n2cc(CO)nn2)=C1Cl (centres undefined)	-0.3	6	92	0	1
19	O=C(NCc1cccs1)c1ccc([N+](=O)[O-])cc1	0.4	-7	94	0	7
20	O=C(O)CSc1nnc(-c2ccc(Cl)cc2Cl)n1-c1ccc(Cl)cc1	0.7	4	109	11	-3
21	O=C(CCNC(=O)C1CCN(S(=O)(=O)c2ccc(F)cc2)CC1)NCCc1cccc(F)c1	1.6	0	111	6	11
22	O=C(N1CCCCCC1)N1CCN(C(=O)N2CCOCC2)CC1	-1.0	-5	90	8	-3
23	COc1ccc(N2C(=O)CC(S/C(N)=N/N=C(\C)c3cccs3)C2=O)cc1 (centres undefined)	3.1	18	98	10	1
24	CC1CC(C)CN(c2ccc([N+](=O)[O-])nc2)C1 (centres undefined)	0.0	-7	89	0	-10
25	Cc1ccc(Cn2c(SCC(C)C)nc3c2c(=O)n(C)c(=O)n3C)cc1	2.0	1	93	-3	3
26	C=CCn1c(SCc2nc3ccccc3c(=O)[nH]2)nc2sc3c(c2c1=O)CCCC3	-1.5	-7	111	1	-13
27	CC[C@H](C)[C@H](NC(=O)OCc1ccccc1)C(=O)OCC(=O)N(C)CC(=O)Nc1ccccc1Cl	0.2	-9	107	0	-9
28	COC(=O)c1ccc(COc2cc(C)ccc2C)o1	3.9	1	98	-1	-7
29	Cc1ccc(Cl)cc1N1CCN(C(=O)CN(C2CCCCC2)S(C)(=O)=O)CC1	2.6	21	96	1	4
30	CCn1c(-c2cccn(Cc3ccc(Cl)cc3Cl)c2=O)n[nH]c1=S	1.0	0	95	5	-15

no.	AGP1-GFP MLPCN	CR mimetic SO	Bcl-xL primary	GRK2 inh
16	97	97	1	0
17	99	104	1	1
18	97	97	6	3
19	95	94	-1	0
20	116	110	-11	2
21	106	100	7	0
22	91	96	-1	0
23	101	107	2	0
24	90	104	-1	5
25	101	101	3	0
26	104	125	-15	0
27	123	89	-7	3
28	96	105	0	4
29	x	109	0	0
30	107	104	-12	0

The closing six entries of the part before are carried over, then new ones follow.
no.	smiles	MEX-5 binding	VLA-4 inh	CIT2-GFP yeast	GLD-1 RNA inh	MCL1-BIM inh
25	Cc1ccc(Cn2c(SCC(C)C)nc3c2c(=O)n(C)c(=O)n3C)cc1	2.0	1	93	-3	3
26	C=CCn1c(SCc2nc3ccccc3c(=O)[nH]2)nc2sc3c(c2c1=O)CCCC3	-1.5	-7	111	1	-13
27	CC[C@H](C)[C@H](NC(=O)OCc1ccccc1)C(=O)OCC(=O)N(C)CC(=O)Nc1ccccc1Cl	0.2	-9	107	0	-9
28	COC(=O)c1ccc(COc2cc(C)ccc2C)o1	3.9	1	98	-1	-7
29	Cc1ccc(Cl)cc1N1CCN(C(=O)CN(C2CCCCC2)S(C)(=O)=O)CC1	2.6	21	96	1	4
30	CCn1c(-c2cccn(Cc3ccc(Cl)cc3Cl)c2=O)n[nH]c1=S	1.0	0	95	5	-15
31	CCn1cc(CN2CCC(n3nccc3NC(=O)CCOc3ccccc3)CC2)c(C)n1	-3.4	-19	119	4	2
32	COc1ccc(C2C(C(=O)Nc3cccc(C)n3)c3ccccc3C(=O)N2C)cc1 (centres undefined)	2.4	7	95	-1	0
33	Cc1ccc(C(=O)C2=C(O)C(=O)N(Cc3cccnc3)C2c2cccc(Oc3ccccc3)c2)o1 (centres undefined)	1.7	-5	96	1	-2
34	CCOC(=O)C/C(C)=N/NC(=O)CNc1cccc(Cl)c1C	2.3	12	100	1	43*
35	Cc1cccc(N2CC(C(=O)Nc3nnc(SCC(=O)N4CCOCC4)s3)CC2=O)c1 (centres undefined)	-3.0	9	111	3	10
36	COc1ccc(-c2nc(CSCC(=O)NCC3CCCO3)c(C)o2)cc1OC (centres undefined)	-1.2	3	104	4	7
37	CCCN1CCN(CCCNC(=O)c2ccc(CS(=O)c3ccccc3C)o2)CC1 (centres undefined)	-1.3	9	109	1	5
38	O=C(c1ccc(=O)[nH]n1)N1CCN(S(=O)(=O)c2ccccc2F)CC1	x	-13	95	0	x
39	N#C/C(=C(/O)COC(=O)c1ccccc1O)c1nc2ccccc2s1	-2.1	-11	108	-1	4
40	O=C(CSc1nnnn1-c1ccc(F)cc1)NC1CCCCC1	-2.4	3	x	-6	5
41	O=C(/C=C/c1ccccc1)Nn1cnnc1	0.3	3	109	1	-4
42	Cc1ccc(N(C(=O)c2ccc3c(c2)OCO3)C2C=CS(=O)(=O)C2)cc1C (centres undefined)	-3.9	8	96	2	0
43	CNc1nnc(SCC(=O)c2cc(C)n(C3CC3)c2C)s1	x	16	103	-4	8
44	CCSCc1nnc(SCC(=O)Nc2nccs2)n1CC	-0.2	15	113	-2	-2
45	O=C(CCc1ccccc1)Nc1ccc(NC(=O)C2CCCCC2)nc1	-0.2	8	100	4	-6

no.	AGP1-GFP MLPCN	CR mimetic SO	Bcl-xL primary	GRK2 inh
25	101	101	3	0
26	104	125	-15	0
27	123	89	-7	3
28	96	105	0	4
29	x	109	0	0
30	107	104	-12	0
31	103	98	0	0
32	100	106	-2	1
33	100	88	2	1
34	97	100	6	0
35	120	102	11	0
36	103	122	6	4
37	104	98	8	1
38	103	85	x	4
39	108	105	6	3
40	109	110	-1	2
41	106	105	-5	1
42	100	101	3	0
43	101	117	2	1
44	97	108	2	1
45	94	91	0	0

Record cards, from the list above.
Entry for CCSCc1nnc(SCC(=O)Nc2nccs2)n1CC : MEX-5 binding = -0.2; VLA-4 inh = 15; CIT2-GFP yeast = 113; GLD-1 RNA inh = -2; MCL1-BIM inh = -2; AGP1-GFP MLPCN = 97; CR mimetic SO = 108; Bcl-xL primary = 2; GRK2 inh = 1
Entry for CCn1cc(CN2CCC(n3nccc3NC(=O)CCOc3ccccc3)CC2)c(C)n1 : MEX-5 binding = -3.4; VLA-4 inh = -19; CIT2-GFP yeast = 119; GLD-1 RNA inh = 4; MCL1-BIM inh = 2; AGP1-GFP MLPCN = 103; CR mimetic SO = 98; Bcl-xL primary = 0; GRK2 inh = 0

(cont.)
no.	smiles	MEX-5 binding	VLA-4 inh	CIT2-GFP yeast	GLD-1 RNA inh	MCL1-BIM inh
46	CC(C)OCCCNC(=O)c1ccc2c(c1)ncn2C1CCCC1	1.4	6	72	-1	5
47	COc1ccc(NC(=O)CSCC(=O)N(C)Cc2c(F)cccc2Cl)cc1	-0.3	17	96	1	-3
48	Cc1ccc(S(=O)(=O)CCC(=O)NCCC2=CCCCC2)cc1	2.3	2	97	4	4
49	Cc1cc(C)nc(NC(=O)c2ccc(OC(C)C)cc2)n1	-0.2	-3	107	3	9
50	COc1cccc(NC(=S)N2CCN(Cc3ccccc3)CC2)c1	4.8	12	89	1	12
51	O=C(CSc1nnc(-c2ccncc2)o1)Nc1cccc(Cl)c1	x	5	98	5	x
52	CCn1cc(C(=O)NCC(=O)NCCCN2CCOCC2)c(=O)c2cc3c(cc21)OCO3	-2.2	0	100	2	10
53	Cc1nc2ncnn2c(C)c1CCC(=O)NC(C)CCc1ccco1 (centres undefined)	-0.3	0	94	11	-6
54	O=C(CCCNC(=O)c1ccc(Cl)cc1)NCc1ccccc1Cl	2.8	13	97	1	1
55	O=C(Cc1cccc(NC(=O)C2CCN(C(=O)C3CC3)CC2)c1)Nc1cccc(C(=O)N2CCCC2)c1	x	11	95	4	3
56	CCN(CC(=O)Nc1ccc(NC(C)=O)cc1)C(=O)/C=C/c1ccc([N+](=O)[O-])cc1	-0.6	3	99	4	-1
57	Cc1ccc(-c2csc(NC(=O)COc3ccc(N(C)S(=O)(=O)c4ccc(C)cc4)cc3)n2)cc1	2.7	8	86	0	5

no.	AGP1-GFP MLPCN	CR mimetic SO	Bcl-xL primary	GRK2 inh
46	78	102	6	2
47	108	86	-2	0
48	104	97	4	0
49	103	104	5	0
50	97	89	8	1
51	95	118	x	4
52	95	93	6	0
53	99	96	5	2
54	104	94	6	0
55	96	89	7	1
56	102	101	3	1
57	101	109	0	3
